procasp3 activ: activators of human procaspase-3; AID 463141; P42574; 0.11% of 330,000 active; activation, % at 8.5 µM; recombinant procaspase-3 D3A, Ac-DEVD-pNA absorbance 405 nm;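 active = activation above the mean of all tested compounds plus 3 SD, cut at about 21% in these data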;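 note: 0% = DMSO alone and 100% = DMSO wells spiked with extra 5 µM PC-3 D3A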
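Assay system: Procaspase-3 D3A mutant, all three cleavage aspartates alanine. Buffer or medium: Zinc-free HEPES saline buffer with Triton X-100. Times: 1 h compound preincubation, 2 h substrate hydrolysis at 25 °C. Measured by: 405 nm absorbance of p-nitroaniline, reads at 0 and 120 min. Read-out basis: percent activation relative to control range. Replicates: singlicate.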
GASC-1 inh: inhibitors of human GASC-1 (JMJD2C) demethylase | GST-JMJD2C(1-420) H3K9me3 demethylation, DELFIA europium | 0.069% of 330,000 active | Q9H3R0 | AID 2099 | inhibition, % at 2.35 µM;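 active = more than half of a compound's replicate wells show inhibition beyond 50%, single wells judged on their own value; inconclusive = some, but no more than half, of replicates pass 50% inhibition; inactive = no replicate passes 50% inhibition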;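 note: signal counts dimethyl H3K9 product captured on neutravidin plate; 0% = median of DMSO wells and 100% = 0.3 times that DMSO median; strong numbers were not always called active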
core dimer inh: blocks dimerization of HCV core protein | TR-FRET GST/Flag-core106 dimerization, 1536-well | inhibition, % at 5 µM | 0.33% of 300,000 active | AID 1899;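 active = inhibition above the mean of all tested compounds plus 3 SD, set per screening campaign, cut at about 45% in these data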
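Assay system – GST-tagged and Flag-tagged HCV core protein residues 1-106 · Quantity – core106 proteins, GST 13.5 nM and Flag 17 nM · Benchmarks – unlabelled core106 and no-GST-core106 wells · Read-out basis – percent inhibition of core106 dimerization signal · Detection – time-resolved FRET, ex 340 nm, em 617 and 671 nm · Schedule – 4 h at 22.5 °C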
PP5 primary: PP5 (human) phosphatase inhibition | P53041 | purified PP5c, OMFP substrate fluorescence | inhibition, % at 6.7 µM | 0.18% of 320,000 active;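 active = inhibition above the campaign's mean inhibition across all tested compounds plus 3 SD, cut at about 9.5% in these data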;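 note: 0% = DMSO only and 100% = 100 µM cantharidin control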
VLA-4 inh: inhibition in a human VLA-4 binding assay; P13612; 0.2% of 330,000 active; AID 2557; VLA-4 expressing cells, ligand binding flow cytometry; inhibition, % (about 7 µM as worked out from the volumes in the protocol); in the data active = inhibition above about 50%
proCasp7 act: counter-screen for procaspase-3 activators: activators of human procaspase-7; activation, % at 8.5 µM; 0.093% of 330,000 active; recombinant procaspase-7, Ac-DEVD-pNA absorbance 405 nm; D23A/D198A/D206A triple mutant, cannot self-cleave; scale: DMSO 0, 5 µM enzyme 100; P55210; AID 463210;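 active = percent activation above the screen-wide mean plus 3 SD, cut at about 25% in these data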
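Assay system – Uncleavable procaspase-7 mutant enzyme · Quantity – 2 µM procaspase-7 mutant as dispensed · Times – 1 h preincubation, 2 h reaction · Dosing – single nominal 8.5 µM compound dose, 0.8% DMSO final · Buffer or medium – Zinc-free 50 mM HEPES buffer, pH 7.4, with NaCl and Triton X-100 · Detection – Epi-absorbance of released pNA at 405 nm, two timepoints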
PP1 counter: blocks human PP1-alpha phosphatase, a PP5 counter-screen; purified PP1alpha, OMFP fluorescence; 0.9% of 320,000 active; AID 2235; inhibition, % at 6.7 µM;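 active = inhibition above the mean inhibition of all tested compounds plus 3 SD, computed separately for each screening campaign, cut at about 15% in these data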
Target sequence (P62136 whole entry, looked up): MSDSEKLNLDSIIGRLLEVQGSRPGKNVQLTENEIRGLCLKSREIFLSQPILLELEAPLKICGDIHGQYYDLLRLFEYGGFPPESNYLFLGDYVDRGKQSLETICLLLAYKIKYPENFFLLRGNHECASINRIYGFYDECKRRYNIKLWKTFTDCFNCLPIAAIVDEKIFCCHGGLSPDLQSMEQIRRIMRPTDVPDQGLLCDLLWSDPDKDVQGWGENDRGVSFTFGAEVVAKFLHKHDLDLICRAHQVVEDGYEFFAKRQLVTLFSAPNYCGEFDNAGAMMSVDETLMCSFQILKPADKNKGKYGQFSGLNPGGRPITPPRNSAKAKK
GRK2 aptamer HTS: human GRK2 inhibition via aptamer displacement. P25098. bead flow cytometry, FAM-aptamer displacement from GRK2. inhibition of aptamer binding, % at 10 µM. 0.59% of 330,000 active. AID 488847;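 active = inhibition of aptamer binding above 40%, roughly 3 SD of noise, on plates passing a quality check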;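 note: median bead fluorescence of bound FAM aptamer so fluorescent compounds give negative values; no value below 0 was filed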
Target sequence (P25098 whole entry, looked up): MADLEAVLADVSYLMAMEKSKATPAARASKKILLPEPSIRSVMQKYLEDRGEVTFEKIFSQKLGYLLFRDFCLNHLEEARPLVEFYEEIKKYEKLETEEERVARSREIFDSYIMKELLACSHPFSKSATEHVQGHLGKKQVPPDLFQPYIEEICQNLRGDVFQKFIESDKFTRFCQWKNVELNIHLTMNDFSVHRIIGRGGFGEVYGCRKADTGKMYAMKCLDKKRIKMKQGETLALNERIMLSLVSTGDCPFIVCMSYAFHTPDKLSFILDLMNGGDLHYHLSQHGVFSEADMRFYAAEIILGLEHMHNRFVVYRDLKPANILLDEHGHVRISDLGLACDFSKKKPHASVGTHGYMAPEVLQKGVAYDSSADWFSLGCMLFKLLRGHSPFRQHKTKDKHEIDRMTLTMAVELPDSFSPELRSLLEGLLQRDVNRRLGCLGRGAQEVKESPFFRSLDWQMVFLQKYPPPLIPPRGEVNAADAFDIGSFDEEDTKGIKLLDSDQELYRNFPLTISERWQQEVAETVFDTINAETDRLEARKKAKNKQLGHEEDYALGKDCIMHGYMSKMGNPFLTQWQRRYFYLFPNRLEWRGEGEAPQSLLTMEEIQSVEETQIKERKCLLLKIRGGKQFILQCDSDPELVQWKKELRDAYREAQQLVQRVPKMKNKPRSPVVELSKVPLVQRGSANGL
Fh CTSL1 inh: counter-screen for PFM18AAP inhibitors: inhibitors of F. hepatica cathepsin L1; inhibition, % at 5.96 µM; recombinant F. hepatica cathepsin L1, Z-Leu-Arg-MCA fluorescence; 0.49% of 300,000 active;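 active = inhibition above the mean of all tested compounds plus 3 SD, set per screening campaign, cut at about 17% in these data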;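 note: 0% = plate median of test compound wells and 100% = 1 µM Z-Phe-Ala-diazomethylketone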
The depositor's hits bear a star; i = inactive; u = inconclusive; x = no result given; & = joins results of further samples. An unsorted share of the library; 2.6% or so of the library scored in one or more.

compound,procasp3 activ,GASC-1 inh,core dimer inh,PP5 primary,VLA-4 inh,proCasp7 act,PP1 counter,GRK2 aptamer HTS,Fh CTSL1 inh
O=C(O)CC(SCc1ccc(C(=O)O)o1)C(=O)O (centres undefined),-11,4,3,0.8,4,3,0,0,7
CCCN1C(=O)c2cc(C(=O)NC3CCCCCC3)ccc2C1O (centres undefined),-2,40,-1,-0.5,32,-3,-7,0,-2
COC(=O)CC1C(=O)NCCN1C(=O)OC(C)(C)C (centres undefined),9,5,-8,0.9,5,4,0,0,0
CCOC(=O)CCC(NC(=O)CCCCC(=O)NC(CCC(=O)OCC)C(=O)OCC)C(=O)OCC (centres undefined),5,2,0,0.9,9,4,3,12,-1
O=C(CCSc1nnc2ccc3ccccc3n12)Nc1ccc(F)cc1,8,0,-21,-0.8,6,-2,-3,4,6
Cc1ccc(NC(=O)CSc2nnc(C(F)(F)F)n2C)cc1[N+](=O)[O-],-10,8,-8,0.0,2,1,-2,0,12
COC(=O)c1c[nH]n2c(=O)cc(CCl)nc12,8,0,10,-0.8,-44,0,3,3,-1
CCOc1ccc(/C=C/C(=O)Oc2ccccc2)cc1,2,-1,7,1.0,8,-6,0,0,-4
CCOc1ccc(S(=O)(=O)n2cc(-c3ccccc3)c(N)n2)cc1,9,-3,3,2.7,14,3,2,0,-1
NS(=O)(=O)c1ccc(CCNS(=O)(=O)Cc2ccc(Cl)cc2)cc1,0,2,-1,0.2,9,-3,0,1,-2
COc1ccc(C(C(=O)NC(C)(C)C)N(C(=O)CCC(=O)Nc2cc(C)on2)c2ccc3c(c2)OCCO3)cc1 (centres undefined),1,45,-13,0.1,-4,7,-1,3,2
Clc1ccc2nc(CSc3nc4ccccc4o3)cn2c1,-4,-4&5,1,2.3,9,-2,-2,0,5
Cc1ccc(C(=O)OCC(=O)Nc2sc3c(c2C#N)CCCCC3)cc1NC(=O)c1ccco1,2,-14,32,2.6,6,8,4,4,7
COc1cccc(NC(=O)c2ccc[n+](C)c2)c1,10,-3,-13,0.5,-6,3,1,1,3
CN(CC(=O)Nc1cccc(F)c1)C(=O)c1csc2c1CCCC2,-6,-2,-11,0.8,1,-1,3,0,0
O=C(c1ccc(COCC(F)(F)F)o1)N1CCCCCC1,0,-1,0,4.4,13,7,-2,0,-7
CCOc1ccc2nc(/N=C/c3c(C)[nH]n(-c4ccc(C)cc4)c3=O)sc2c1,-1,6,2,1.4,17,9,-3,0,-2
O=C(NC(=S)Nc1ccc(N2CCOCC2)c(Cl)c1)c1cccs1,-10,-9,7,3.3,4,4,1,3,2
CCN(CC)CCNc1nc(-n2nc(C)cc2C)nc2sc3c(c12)CC(C)(C)OC3,7,-24,-3,-1.6,1,8,-2,x,2
Cc1ccccc1NC(=O)NC(N)=O,-3,1,3,-1.4,17,8,-3,4,-1
COc1ccc(-c2sc(C(=O)c3ccc(Cl)cc3Cl)cc2CC(=O)O)cc1,0,4,-36,0.0,0,12,7,2,5
Cn1c(=O)[nH]c(=O)c2c1nc(CN1CCN(c3ccccc3F)CC1)n2CCc1ccccc1,3,5,2,3.0,0,3,1,4,2
O=C1C(=O)N(CCCO)C(c2ccc(Br)cc2)/C1=C(\O)c1ccc(Br)cc1 (centres undefined),0,2,-2,1.9,10,-8,8,2,3
C[C@@]12C(=O)N(CCO)CC(=O)N1[C@H](/C=C/c1ccccc1)[C@@H]1C(=O)N(c3ccccc3)C(=O)[C@@H]12,8,-18,8,0.2,-7,6,-2,3,-5
COC(=O)c1cccc(NC(=O)C(C)(C)C)c1,-4,-6,0,-1.5,-9,-3,-3,2,4
CCC1CN(C(=O)N2CCC(C(=O)NCc3cccc(F)c3)CC2)c2ccccc2O1 (centres undefined),11,-3,4,-0.2,12,12,-6,1,-2
Cc1cc(N2CCN(C)CC2)nc2ccc(NC(=S)N3CCN(c4ccccn4)CC3)cc12,-8,-10,4,0.4,2,-12,0,0,-6
CN1CCN(C(=O)c2ccc(Cl)c(S(=O)(=O)N3CCCCC3)c2)CC1,-5,42,1,-1.3,-5,4,-1,1,-3
Cc1[nH]c(=S)c(C#N)c(C)c1Cc1ccccc1,-13,x,9,1.5,17,-15,-4,4,1
COC(=O)c1cc(-c2cccc(OC)c2)c2c(=O)[nH]c(=O)n(C)c2n1,5,-7,5,2.8,-21,0,-1,0,6
Nc1nc(NCC(=O)O)nc(NCc2ccccc2)c1[N+](=O)[O-],-9,6,1,2.4,17,-1,-1,0,4
O=C1CCCc2c1cc(C(=O)O)c(=O)n2-c1ccccc1,-1,4,1,2.7,10,9,-8,0,7
O=C(CCn1c(=O)oc2ccccc21)N(Cc1ccccc1)c1ccccc1,0,4,3,3.9,0,1,1,1,1
Cc1cc(S(=O)(=O)N2CCCCC2)ccc1OCC(=O)N1CCCC1,-2,-2,-5,-2.3,-8,0,8,0,1
O=S(=O)(NCc1ccccc1)c1ccc2c(c1)OCCO2,-3,8,-1,-0.6,10,-2,-5,0,4
CCOc1ccc(C(=O)Nn2cnnc2)cc1OCC,6,-4,0,-0.2,-1,3,-3,0,-1
O=C(Nc1ccccc1)N1CCCN(Cc2c(F)cccc2Cl)CC1,-6,-17,2,2.5,3,4,-4,1,5
CC(NCC(O)COc1ccc(Br)cc1)c1ccccc1 (centres undefined),7,14,-4,0.3,1,2,-1,0,0
COC(=O)CN(c1ccc2c(c1)OCO2)S(=O)(=O)c1c(C)[nH]c(=O)[nH]c1=O,-3,15,-20,1.8,i,1,-2,5,0
O=C(NCC1CCCO1)c1ccc(Cl)c(S(=O)(=O)N2CCOCC2)c1 (centres undefined),4,1,-17,0.2,-6,-1,2,0,-1
O=C(O)COc1ccc2c(c1)CCCC2,-4,u,0,2.9,6,12,-3,0,-2
Cc1cc(C)cc(N(C(=O)c2nsc(Cl)c2Cl)C(C(=O)NC2CCCC2)c2ccc(O)cc2)c1 (centres undefined),-4,-9,-9,4.6,-6,2,8,2,-2
C/C(=N\NC(=O)c1ccn[nH]1)c1cn(C)nc1C,0,-5,-16,0.8,32,9,0,0,-2
Cc1ccc(-c2cc(C(=O)N3CCN(c4ncccn4)CC3)c3cc(Br)ccc3n2)o1,1,-13,41,-0.6,23,-15,6,0,8
CCOc1ccc(NC(=O)CN2C(=O)NC(C)(c3ccc(OC(F)F)cc3)C2=O)cc1 (centres undefined),2,2,-1,5.2,2,3,0,1,4
Cc1nc(SCc2ccccc2)nc2c1CCC2,-39,4,5,-1.5,1,9,-3,4,7
Cc1ccc(Cn2ncc3c(N4CCOCC4)ncnc32)cc1,-2,8,3,-0.6,8,8,-1,0,-2
c1ccc(Cn2cc(CSc3ccccc3)nn2)cc1,8,16,-15,0.1,x,-6,1,x,1
COC(=O)[C@@H]1C[C@@]2(O)[C@H](O)[C@H](O)[C@H](O)C[C@H]2N1CC(c1ccccc1)c1ccccc1,6,-19,-4,1.9,20,3,2,2,-3
Cc1nc2ccccc2c(=O)n1NC(=O)c1ccc(Cl)c([N+](=O)[O-])c1,-1,-2,-6,2.0,9,4,2,6,-3

Next entries.
compound,procasp3 activ,GASC-1 inh,core dimer inh,PP5 primary,VLA-4 inh,proCasp7 act,PP1 counter,GRK2 aptamer HTS,Fh CTSL1 inh
COc1ccc(C(C)(C)C)cc1S(=O)(=O)N1CCN(C)CC1,-2,2,-7,-0.1,15,3,-1,1,4
OC(CN1CCN(C(c2ccccc2)c2ccccc2)CC1)c1ccc(Br)cc1 (centres undefined),-2,25,11,-0.1,12,0,-4,0,1
CCOC(=O)C1CCCCN1C(=O)/C(=C/c1ccc(OC)cc1)c1ccc(OC)c(OC)c1 (centres undefined),-3,-5,x,x,-8,-2,x,4,x
Nn1c(SCC(=O)Nc2ccccc2)nnc1-c1cccnc1,5,-7,-6,-0.9,-8,4,-3,0,2
OCC[C@@H]1C[C@@H](O)[C@H](O)[C@]2(Cc3ccccc3CCO2)O1,-8,-10,-7,3.0,21,-11,-2,0,-1
CCn1nc(C)cc1-c1nnc(SCC(=O)Nc2ccccc2)n1CCCOC,-3,3,0,1.1,2,12,-4,1,0
COc1ccc(OCC(=O)NC(=S)Nc2ccc(N3CCOCC3)c(Cl)c2)cc1,-13,6,21,2.8,15,-3,3,0,3
Cc1cc(N2CCN(C3CCCCC3)CC2)nc2cccc(O)c12,0,2,-2,-0.9,6,0,-3,0,5
Cc1sc(NC(=O)c2ccco2)c(C(c2cccnc2)N2CCC(C)CC2)c1C (centres undefined),2,4,25,2.9,-9,7,6,1,2
CC1CCCCC1NC(=O)COC(=O)Cc1ccc(Br)cc1 (centres undefined),-4,-6,1,0.3,8,7,-6,0,-8
O=C(O)C1=CCCNC1,10,2,-7,0.7,1,-7,-2,0,-4
Cc1cccc(NC(=O)CCCN2C(=S)NC(C)(C)CC2C)c1C (centres undefined),0,7,6,0.1,3,3,-1,3,4
O=c1[nH]c(=O)n(-c2ccccc2)c2c1C(C(F)(F)F)(C(F)(F)F)N=C(CCC1CCCCC1)N2,-2,4,11,2.6,6,-2,-1,5,1
Cc1ccc(C(=O)NCc2ccc3c(c2)OCO3)cc1S(=O)(=O)N1CCCCC1,1,13&0,4,-1.1,-5,2,0,4,6
COc1ccc(OC)c(C(=O)c2coc3ccc(O)c(CN4CCOCC4)c23)c1,-4,21&6,0,-1.8,1,2,0,0,2
CC(C)CN(C(=O)COC(=O)/C=C/c1ccccc1)C1CCS(=O)(=O)C1 (centres undefined),10,1,x,-3.0,12,2,-1,0,x
CC1CCCC(N2CCN(C(=O)c3ccccc3F)CC2)C1 (centres undefined),11,2,-5,-1.9,7,1,0,0,-7
C/C=C/c1ccc(OCC(=O)Nc2cc(S(=O)(=O)N3CCOCC3)ccc2N2CCCC2)c(OC)c1,5,-5,10,1.9,8,-1,1,0,0
Oc1ccc(-c2nc3c4c(ncn3n2)-c2ccccc2CC42CCCC2)cc1,4,21,3,-2.2,13,6,-4,0,10
Cc1ccc(S(=O)(=O)N2CCCOC2CNC(=O)C(=O)NCCN2CCOCC2)cc1 (centres undefined),1,-4,-6,1.7,-2,-7,-3,0,1

Assay outcomes (PubChem BioAssay)
